TRHR ag = agonists of human TRH receptor; P34981; TRHR cells, calcium flux fluo-8, FDSS agonist mode; activation, % at 2 µM; actives 0.18% (n = 360,000); AID 493084; also: 0% is about no effect
Target sequence (P34981 whole entry, looked up): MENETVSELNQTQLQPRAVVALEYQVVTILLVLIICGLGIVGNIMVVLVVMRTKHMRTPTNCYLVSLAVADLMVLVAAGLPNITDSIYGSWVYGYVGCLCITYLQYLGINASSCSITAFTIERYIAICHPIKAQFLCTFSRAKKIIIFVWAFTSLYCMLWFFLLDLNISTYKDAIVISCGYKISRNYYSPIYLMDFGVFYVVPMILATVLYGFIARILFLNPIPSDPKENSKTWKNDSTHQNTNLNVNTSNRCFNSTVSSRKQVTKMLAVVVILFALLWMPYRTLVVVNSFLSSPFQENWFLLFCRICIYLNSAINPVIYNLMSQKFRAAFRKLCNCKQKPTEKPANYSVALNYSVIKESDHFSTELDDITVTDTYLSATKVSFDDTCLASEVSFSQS
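Fluo-8-loaded TRHR cells; 10 s baseline, compound added, kinetic Ca2+ fluorescence read 1/s, agonist mode.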
D2 agonist = activates the human D2 dopamine receptor; AID 485358; actives 0.53% (n = 340,000); activation, % at 2 µM; HEK293 T-REx D2 cells, calcium flux agonist mode;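 active = activation over 3 SD above normal in the single-dose calcium agonist read, cut at about 30% in these data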; also: 0% is about no effect
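Calcium-flux readout, 1 cycle/sec over 180 s following compound pin transfer, in inducible HEK293 Trex D2 cells (force-coupled); dopamine controls included. Positive calcium responses during this window marked compounds as potential agonists.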
D2 antag = D2 dopamine receptor (human) antagonism | P14416 | HEK293 TREx D2 cells, calcium flux, dopamine EC80 | inhibition, % at 10 µM | actives 2% (n = 340,000) | AID 485344; in the data active = inhibition above about 30%; also: 0% is about no effect
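Calcium mobilization kinetics were recorded at 1 s intervals in tetracycline-induced HEK293 T-REx D2 cells, first for 180 s after compound addition and then 180 s after EC80 dopamine.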
D1 agonist = activates the human D1 dopamine receptor; P21728; HEK293 T-REx D1 cells, calcium flux, agonist mode; activation, % at 2 µM; actives 1% (n = 360,000); also: 0% is about no effect
Target sequence (P21728 whole entry, looked up): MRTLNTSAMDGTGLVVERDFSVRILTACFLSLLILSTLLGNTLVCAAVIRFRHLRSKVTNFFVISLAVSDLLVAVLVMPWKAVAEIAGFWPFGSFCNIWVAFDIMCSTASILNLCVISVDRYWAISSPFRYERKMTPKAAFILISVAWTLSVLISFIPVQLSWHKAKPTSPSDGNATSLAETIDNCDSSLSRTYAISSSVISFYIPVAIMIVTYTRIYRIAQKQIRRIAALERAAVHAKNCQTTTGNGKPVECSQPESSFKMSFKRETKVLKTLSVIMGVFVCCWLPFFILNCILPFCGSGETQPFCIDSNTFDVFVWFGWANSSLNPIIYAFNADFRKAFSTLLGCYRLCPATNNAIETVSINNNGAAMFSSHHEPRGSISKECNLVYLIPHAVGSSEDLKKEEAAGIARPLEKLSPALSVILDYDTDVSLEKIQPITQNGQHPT
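Tetracycline-induced HEK293 TREx D1 cells, force-coupled to calcium signalling, were dye-loaded with a no-wash calcium kit. Compound was pin-added after a 10 s baseline. Fluorescence was read kinetically at 1 cycle/s for 180 s, with calcium rises flagged as agonism.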
D1 antag = blocks dopamine activation of the human D1 receptor; HEK293 TREx D1 cells, calcium flux, dopamine EC80; stronger effect = lower value; activity change, negative = inhibition, % at 10 µM; actives 3.2% (n = 360,000); AID 504652; in the data active = activity change below about -30%; also: % is scaled to controls: 0 for no effect and ±100 for the full control effect
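Cells carrying a force-coupled, tetracycline-inducible human D1 receptor report calcium flux. Each well gets a 10 s baseline, compound with 180 s monitoring, then an EC80 dopamine stimulus with a second 180 s kinetic read.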
D1 potentiator = human D1 dopamine receptor positive modulation; potentiation, % at 10 µM; AID 504651; P21728; HEK293 TREx D1 cells, calcium flux, dopamine EC20 potentiation; actives 0.036% (n = 360,000); in the data active = potentiation above about 30%; also: 0% is about no effect
D2 potentiator = positively modulates the human D2 dopamine receptor allosterically. AID 485347. actives 0.34% (n = 340,000). HEK293 T-REx D2, calcium flux, EC20 dopamine potentiation. potentiation, % at 10 µM;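 active = potentiation over 3 SD above the plate norm, cut at about 30% in these data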; also: 0% is about no effect
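Tetracycline-induced Hek293 Trex D2 cells, force-coupled to calcium, loaded with no-wash calcium dye. Compound added with 180 s kinetic read for agonism, then EC20 dopamine and a further 180 s read for potentiation.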
TRHR PAM = allosteric enhancers of human TRH receptor. enhancement, % at 2 µM. actives 0.66% (n = 360,000). P34981. TRHR cells, fluo-8 calcium fluorescence, EC20 TRH enhancement; in the data active = enhancement above about 30%; also: 0% is about no effect
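Enhancer read-out: after compound pinning and an initial kinetic agonist-mode read, an EC20 of TRH (10 nM final) was injected and fluo-8 calcium signal (Ex 480/Em 530) followed at 1 s/cycle for 100 cycles in TRHR-expressing cells.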
RXFP1 antag = RXFP1 (human) relaxin receptor antagonism; Q9HBX9; HEK293-RXFP1, relaxin-stimulated cAMP HTRF, 30 min; stronger effect = lower value; activity change, negative = inhibition, % at 57.5 µM; actives 0.59% (n = 350,000); AID 1259400;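 active = activity change of -60% or lower, but not beyond a set lower limit; inconclusive = change between -60% and -40%, or beyond the set limit; inactive = change above -40%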; also: % is scaled to controls: 0 for no effect and ±100 for the full control effect
The depositor's hits bear a star; ? = inconclusive; . = no result given; & = joins results of further samples. Rule as the data show it, unless noted: active = activation above about 30%; inactive = the rest.

Start of the data: the first three entries (preview)
SMILES	TRHR ag	D2 agonist	D2 antag	D1 agonist	D1 antag	D1 potentiator	D2 potentiator	TRHR PAM	RXFP1 antag
NC(=O)CSc1ncnc2c1oc1ccccc12	0.3	0.3	-20.0	1.6	-5.6	-6.9	4.6	-3.2	.
COc1cccc(N2CCN(c3ncnc4c3nc3n4CCCCC3)CC2)c1	-0.7	-1.2	.	6.2	-14.0	0.2	-8.4	-4.7	.
C=CCOc1ccccc1C1C2=C(CC(C)(C)CC2=O)Nc2c1c(=O)n(C)c(=O)n2C (configuration not stated)	0.5	0.0	-5.7	0.3	10.8	-2.8	-8.4	-5.4	.

The whole of this part, previewed entries included:
SMILES	TRHR ag	D2 agonist	D2 antag	D1 agonist	D1 antag	D1 potentiator	D2 potentiator	TRHR PAM	RXFP1 antag
NC(=O)CSc1ncnc2c1oc1ccccc12	0.3	0.3	-20.0	1.6	-5.6	-6.9	4.6	-3.2	.
COc1cccc(N2CCN(c3ncnc4c3nc3n4CCCCC3)CC2)c1	-0.7	-1.2	.	6.2	-14.0	0.2	-8.4	-4.7	.
C=CCOc1ccccc1C1C2=C(CC(C)(C)CC2=O)Nc2c1c(=O)n(C)c(=O)n2C (configuration not stated)	0.5	0.0	-5.7	0.3	10.8	-2.8	-8.4	-5.4	.
COCc1n[nH]c(=S)n1-c1ccccc1	0.2	0.4	-8.4	0.1	10.2	-2.1	-2.1	10.8	-8.9
Cc1ccnc(NC(=O)c2cc(S(=O)(=O)N3CCCCC3)ccc2Cl)c1	0.6	.	.	-0.1	-0.5	2.5	.	-5.0	13.6
Cc1ccc(CNC(=O)c2ccc3c(O)c(S(=O)(=O)c4ccc(Cl)cc4)c(=O)[nH]c3c2)cc1	0.1	0.7	.	1.1	5.5	-5.6	.	7.1	-6.8
COc1ccc(NC(=O)c2cc(Br)c(Br)s2)cn1	-0.2	1.0	-3.8	5.2	0.8	-1.8	-7.8	5.4	?
CCC(=O)N1N=C(c2ccc(NS(C)(=O)=O)cc2)CC1c1ccc(N(C)C)cc1 (configuration not stated)	0.5	0.6	-1.5	2.8	-6.5	-3.2	8.6	11.8	-3.6
O=C(CCC1CCCC1)N1CCC(N2CCN(c3ccccc3)CC2)CC1	-0.5	53.1*	77.2*	0.0	-12.8	-3.2	-22.9	-8.4	3.4
CCOC(=O)c1c(C)oc2nc(C)nc(NCc3cccc(Cl)c3)c12	0.4	0.8	.	3.0	8.6	1.8	3.2	14.3	-12.4
CCOc1ccccc1NC(=O)CN1C(=O)CC(c2ccc(OC)c(OC)c2)Sc2ccccc21 (configuration not stated)	0.4	0.5	.	2.5	-3.3	0.5	.	14.9	.
CCCCOc1ccc(N(CC(=O)NCc2ccco2)C(=O)CCC(=O)Nc2nccs2)cc1	0.0	-2.5	0.8	4.1	30.2	-6.0	.	24.8	-7.8
Cc1ccc(S(=O)(=O)c2nnn3c2nc(NCc2ccc4c(c2)OCO4)c2sccc23)cc1	0.6	0.9	.	1.2	7.2	1.5	1.4	0.4	-13.6
COc1ccc(Cl)cc1C(=O)Nn1c(-c2cccs2)nc2ccccc2c1=O	-1.0	-0.6	1.7	0.2	-16.6	-0.2	-0.8	19.3	-8.2
COc1ccccc1CNC(=O)Cn1c(=O)oc2cc(S(=O)(=O)N3CCC(C)CC3)ccc21	-1.5	-0.8	.	-0.7	-20.3	-2.0	-5.6	-2.0	.
CCN(CC)S(=O)(=O)c1cccc(C(=O)N/N=C2\CCCC(=O)C2)c1	8.6	4.1	16.8	38.4*	20.7	-2.1	-3.0	-13.7	2.5
CCN1C(=O)CS/C1=N\S(=O)(=O)c1ccc(C)cc1	0.3	-2.8	9.0	3.4	2.4	7.7	-4.9	10.7	2.8
O=C(COc1ccccc1Cl)Nc1nc(-c2ccc(F)cc2)ns1	3.4	2.1	.	9.8	-7.6	-1.4	2.8	-1.9	-3.6
Cc1[nH]c(C)c(S(=O)(=O)N2CCc3ccccc32)c1C(=O)N1CCCCC1	0.3	0.5	-16.4	0.5	10.1	5.8	6.6	1.3	3.9
Cc1cc(/C=C(\C#N)C(=O)Nc2ccccc2)c(C)n1-c1ccc2c(c1)OCO2	0.0	0.6	.	3.1	-8.5	-3.4	4.0	-2.6	-8.6
Cc1cccc(OC(C)C(=O)OCC(=O)Nc2sccc2C(N)=O)c1 (configuration not stated)	-0.3	0.1	-19.1	19.0	-15.5	-7.2	13.6	-3.5	-12.0
CCn1c(N2CCC(C)CC2)nc2c1c(=O)n(C)c(=O)n2C	-0.1	1.4	2.6	0.0	-29.1	4.3	6.1	5.6	-23.5
CCOc1ccc(C(=O)N(Cc2ccc(OC)cc2)Cc2cc3cc(OC)ccc3[nH]c2=O)cc1	-0.3	-2.2	-9.2	-0.3	5.5	2.8	-7.1	0.5	1.3
Cc1[nH]c2ccccc2c1C(=O)NS(=O)(=O)Nc1ccc(Cl)cc1	0.1	.	.	-0.2	-10.5	-0.7	-2.2	-1.9	9.5
CCCc1nc2ccccc2n1CCc1ccccc1	-1.3	-0.5	1.6	-0.7	-23.7	-5.4	18.3	0.0	-11.3

Shown field by field: entries from further up
Cc1[nH]c(C)c(S(=O)(=O)N2CCc3ccccc32)c1C(=O)N1CCCCC1
  TRHR ag = 0.3; D2 agonist = 0.5; D2 antag = -16.4; D1 agonist = 0.5; D1 antag = 10.1; D1 potentiator = 5.8; D2 potentiator = 6.6; TRHR PAM = 1.3; RXFP1 antag = 3.9
Cc1ccnc(NC(=O)c2cc(S(=O)(=O)N3CCCCC3)ccc2Cl)c1
  TRHR ag = 0.6; D2 agonist = .; D2 antag = .; D1 agonist = -0.1; D1 antag = -0.5; D1 potentiator = 2.5; D2 potentiator = .; TRHR PAM = -5.0; RXFP1 antag = 13.6
CCCCOc1ccc(N(CC(=O)NCc2ccco2)C(=O)CCC(=O)Nc2nccs2)cc1
  TRHR ag = 0.0; D2 agonist = -2.5; D2 antag = 0.8; D1 agonist = 4.1; D1 antag = 30.2; D1 potentiator = -6.0; D2 potentiator = .; TRHR PAM = 24.8; RXFP1 antag = -7.8

2 records drawn at random from the list so far, as already listed:
SMILES	TRHR ag	D2 agonist	D2 antag	D1 agonist	D1 antag	D1 potentiator	D2 potentiator	TRHR PAM	RXFP1 antag
CCOc1ccccc1NC(=O)CN1C(=O)CC(c2ccc(OC)c(OC)c2)Sc2ccccc21 (configuration not stated)	0.4	0.5	.	2.5	-3.3	0.5	.	14.9	.
COc1ccc(Cl)cc1C(=O)Nn1c(-c2cccs2)nc2ccccc2c1=O	-1.0	-0.6	1.7	0.2	-16.6	-0.2	-0.8	19.3	-8.2

Continuation.
SMILES	TRHR ag	D2 agonist	D2 antag	D1 agonist	D1 antag	D1 potentiator	D2 potentiator	TRHR PAM	RXFP1 antag
Cc1cccc(Nc2nc(C#N)nc(NC3CCCC3)n2)c1	0.9	.	.	11.1	-8.0	-4.1	.	-2.2	.
CCCCNc1ncnc2c1cnn2-c1ccc(C)cc1C	-0.8	0.2	8.9	1.9	-22.5	-8.6	-8.5	1.1	.
COCc1nc(-c2ccc(-c3ccc(C)cc3)nc2OC)no1	-0.1	-0.6	-0.2	3.4	2.1	3.4	-9.4	-3.1	-10.7
CC(C)[C@H](NC(=O)c1ccccc1)C(=O)OCC(=O)N1CCN(C(=O)c2ccco2)CC1	0.2	0.1	-2.1	2.3	-3.1	2.6	5.4	0.0	-1.8
Cc1ccc(CN2CCN(Cc3cnc(N4CCOCC4)s3)CC2CCO)cc1 (configuration not stated)	0.2	-0.3	-2.4	-0.7	-3.0	-2.2	-3.2	-4.0	6.1
O=C(NCc1ccccc1)c1onc(CS(=O)(=O)c2ccccn2)c1C(=O)NCc1ccccc1	-0.1	0.3	18.1	6.6	8.6	-3.8	1.4	1.0	.
CCOC(=O)c1c(C)[nH]c(C(=O)CSc2nnnn2-c2ccc(C)cc2)c1C	-0.8	-0.1	-15.9	3.9	28.8	-0.9	5.3	-0.8	4.4
COc1ccccc1-c1cc(N)n(S(=O)(=O)c2ccc(F)c(C)c2)n1	-0.5	-0.7	-4.3	2.1	4.2	2.6	-6.2	2.0	.
CN(Cc1ccon1)C(=O)CCc1nnc(Cc2ccc(-c3ccccc3)cc2)o1	-3.0	0.0	-8.7	6.5	-7.0	-3.5	8.2	-11.7	6.6
O=C(CN1C(=O)C2CC=CCC2C1=O)NC1=NCCS1 (configuration not stated)	-0.2	-0.2	6.6	5.0	7.4	-8.1	-0.3	-4.3	-10.9
O=C1C2CCCCC2C(=O)N1c1ccc(S(=O)(=O)Nc2ncccn2)cc1 (configuration not stated)	1.4	-0.2	6.8	-0.5	13.6	-11.2	11.3	-2.4	-3.9
COc1ccc(-n2ccc(=O)c3c2CCCC3=O)cc1	-1.8	0.1	9.0	5.8	-1.0	-2.2	7.4	5.8	-9.4
COc1cccc(NS(=O)(=O)c2ccc3[nH]cc(C(=O)N(C)Cc4ccco4)c(=O)c3c2)c1	-1.2&-0.2	-0.9&0.2	16.4	1.4&0.9	12.2&-2.9	0.0&-1.8	11.2&11.0	11.2&-6.3	7.9&32.3
COC(=O)c1cc2c(cc1Cl)SC(=NCCCN1CCOCC1)NS2(=O)=O	-1.2	0.6	1.1	-0.3	-2.4	-2.2	-10.4	0.3	-2.2
O=C(NCCN1CCOCC1)c1c(Cl)cccc1Cl	-0.4	-1.1	-5.5	1.4	-3.9	10.6	-7.5	-0.7	-2.0
N#CC(C#N)=C1C=C2C=C(N3CCCCC3)CCC2CC1 (configuration not stated)	248.7*	132.1*	86.8*	671.3*	-29.0	-6.5	-17.6	-20.7	-10.7
CCN(c1ccccc1)S(=O)(=O)c1cccc(C(=O)NCc2ccccc2CN2CCOCC2)c1	-0.6	-1.2	-43.0	10.4	-31.4*	-8.3	-18.9	-16.6	-2.9
O=C(NNC(=O)c1csc(N2CCOCC2)n1)c1ccc(Cl)nc1	0.2	1.4	0.7	1.1	-12.3	-9.8	-4.8	2.4	4.7
COc1ccccc1NC(=S)N(Cc1ccc(Cl)cc1)CC1CCC(C(=O)O)CC1 (configuration not stated)	0.0	0.6	11.1	0.9	-10.5	-15.2	5.5	3.0	7.7
CCN(CC)CCNC(=O)C1c2ccccc2Oc2ccccc21	0.3	0.1	-13.9	5.1	4.2	2.5	-14.0	0.5	4.7
CC1=C(C(=O)Nc2ccc(Br)cc2)C(c2ccco2)NC(=O)N1 (configuration not stated)	1.0	0.1	-3.5	-0.7	-3.2	-1.8	-0.7	11.0	-23.1
COc1ccc2c(C)cc(SC3CCOC3=O)nc2c1 (configuration not stated)	-1.4	-0.2	-14.4	0.1	2.2	-0.8	6.6	8.0	?
O=C(CSc1nnc2c3ccccc3c3ccccc3c2n1)Nc1ccccc1	0.5	1.2	1.5	1.3	-12.0	-1.9	2.6	-0.8	.
CC(/C=N\Nc1nnc2c(n1)[nH]c1c(C)cccc12)=C\c1ccco1	-0.2	0.5	-3.8	3.6	15.6	-5.2	5.8	6.9	20.2
CCN(CC(=O)Nc1c(F)cccc1F)C(=O)c1csc2c1CCCC2	0.0	0.4	4.8	2.4	13.4	-7.7	-5.4	-3.8	-10.2
CC(C)(C)NCC(O)COc1c(F)cc(Br)cc1F (configuration not stated)	0.2	1.4	1.5	5.0	-1.0	-1.1	0.9	8.8	-4.5

Assay outcomes as filed in PubChem.
